# Cav32 inh: human Cav3.2 channel inhibition, primary screen; AID 449739; B-score at 10 µM; actives 4% (n = 100,000); Cav3.2-expressing cells, Fluo-4 calcium fluorescence FDSS; hits give low values;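 active means single-dose well whose peak fluorescence ratio is a statistical outlier from its plate by either plate-standardised score or position-corrected B-score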
# Target sequence (O95180 whole entry, looked up): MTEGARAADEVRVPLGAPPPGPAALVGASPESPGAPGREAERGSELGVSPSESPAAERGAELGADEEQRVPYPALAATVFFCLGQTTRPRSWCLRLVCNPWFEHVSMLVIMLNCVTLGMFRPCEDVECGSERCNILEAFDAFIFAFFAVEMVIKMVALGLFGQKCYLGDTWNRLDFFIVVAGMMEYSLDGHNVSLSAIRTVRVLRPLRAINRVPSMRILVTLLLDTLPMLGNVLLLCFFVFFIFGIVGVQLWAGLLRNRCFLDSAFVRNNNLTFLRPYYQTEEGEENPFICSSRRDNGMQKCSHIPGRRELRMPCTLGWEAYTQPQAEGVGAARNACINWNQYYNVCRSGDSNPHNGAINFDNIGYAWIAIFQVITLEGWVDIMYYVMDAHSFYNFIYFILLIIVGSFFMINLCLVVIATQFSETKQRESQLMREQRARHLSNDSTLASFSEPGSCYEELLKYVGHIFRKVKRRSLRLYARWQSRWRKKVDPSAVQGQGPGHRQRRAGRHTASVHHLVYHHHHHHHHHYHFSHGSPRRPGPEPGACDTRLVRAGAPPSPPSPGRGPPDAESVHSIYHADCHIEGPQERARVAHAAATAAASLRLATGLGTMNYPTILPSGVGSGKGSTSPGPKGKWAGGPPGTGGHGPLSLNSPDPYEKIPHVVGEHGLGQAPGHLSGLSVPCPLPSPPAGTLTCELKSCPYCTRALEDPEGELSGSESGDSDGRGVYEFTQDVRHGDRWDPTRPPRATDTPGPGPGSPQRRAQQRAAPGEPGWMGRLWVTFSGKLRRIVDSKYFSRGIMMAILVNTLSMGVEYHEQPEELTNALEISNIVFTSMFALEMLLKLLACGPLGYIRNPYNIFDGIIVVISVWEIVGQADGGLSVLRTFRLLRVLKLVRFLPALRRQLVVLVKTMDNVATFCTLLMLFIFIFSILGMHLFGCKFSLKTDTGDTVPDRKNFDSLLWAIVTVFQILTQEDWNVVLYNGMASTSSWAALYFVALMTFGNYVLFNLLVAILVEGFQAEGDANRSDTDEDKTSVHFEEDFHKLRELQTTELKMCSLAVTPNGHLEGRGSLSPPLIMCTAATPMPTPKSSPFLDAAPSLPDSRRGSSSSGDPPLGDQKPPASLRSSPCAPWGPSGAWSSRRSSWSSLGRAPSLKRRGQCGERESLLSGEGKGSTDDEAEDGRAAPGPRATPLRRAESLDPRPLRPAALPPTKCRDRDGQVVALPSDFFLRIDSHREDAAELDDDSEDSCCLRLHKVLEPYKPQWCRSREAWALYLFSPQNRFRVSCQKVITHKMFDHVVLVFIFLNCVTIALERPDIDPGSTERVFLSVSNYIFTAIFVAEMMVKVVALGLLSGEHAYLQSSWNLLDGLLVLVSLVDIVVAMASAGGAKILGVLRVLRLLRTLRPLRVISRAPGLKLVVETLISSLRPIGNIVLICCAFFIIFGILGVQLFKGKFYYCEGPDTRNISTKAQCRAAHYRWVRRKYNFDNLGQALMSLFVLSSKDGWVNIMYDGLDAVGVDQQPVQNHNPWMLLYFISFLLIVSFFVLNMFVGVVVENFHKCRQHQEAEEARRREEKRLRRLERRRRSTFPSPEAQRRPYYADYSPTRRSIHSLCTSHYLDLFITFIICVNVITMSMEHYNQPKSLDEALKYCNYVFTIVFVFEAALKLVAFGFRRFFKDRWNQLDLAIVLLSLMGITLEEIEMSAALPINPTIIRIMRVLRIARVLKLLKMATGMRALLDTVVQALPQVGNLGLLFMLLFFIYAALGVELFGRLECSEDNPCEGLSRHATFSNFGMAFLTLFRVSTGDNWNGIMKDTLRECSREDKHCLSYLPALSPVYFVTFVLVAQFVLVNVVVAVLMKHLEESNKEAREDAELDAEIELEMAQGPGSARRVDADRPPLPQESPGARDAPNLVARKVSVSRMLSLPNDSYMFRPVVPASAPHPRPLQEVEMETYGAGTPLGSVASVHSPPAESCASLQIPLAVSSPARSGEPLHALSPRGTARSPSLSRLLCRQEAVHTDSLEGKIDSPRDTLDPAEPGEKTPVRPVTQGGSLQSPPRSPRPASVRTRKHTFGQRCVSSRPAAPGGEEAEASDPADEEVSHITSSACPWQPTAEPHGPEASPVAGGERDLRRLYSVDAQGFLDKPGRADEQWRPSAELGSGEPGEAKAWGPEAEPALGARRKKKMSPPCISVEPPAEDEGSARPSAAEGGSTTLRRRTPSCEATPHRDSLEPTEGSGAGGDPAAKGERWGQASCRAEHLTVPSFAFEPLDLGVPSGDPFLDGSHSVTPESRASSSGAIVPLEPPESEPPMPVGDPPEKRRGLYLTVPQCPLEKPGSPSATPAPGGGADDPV
# * hit, by the source's call.
Cav32 inh	structure
0.083	Cc1cc2cc3c(N)[nH]nc3nc2cc1C
-0.2	O=C(Nc1cccc(-c2cn3cccnc3n2)c1)c1ccco1
0.055	Cc1c(O)c(=O)ccn1C
0.62	CC1CN/C(=C\C(=O)c2ccccc2)C(=O)N1 (stereo unspecified)
-5.7*	CC1CC(N(C(=O)c2ccc(Cl)cc2)c2ccccc2)c2ccccc2N1C(=O)c1ccco1 (stereo unspecified)
-0.16	Cc1nn(C)c(C)c1S(=O)(=O)NC1CCCc2ccccc21 (stereo unspecified)
0.019	CN(CCc1ccccn1)Cc1ccc(Cl)cc1
0.1	O=C(Nc1cccnc1)c1cc(-c2ccc(Br)cc2)on1
-0.47	Cc1c(O)ccc(C(=O)COc2ccc(F)cc2)c1O
0.83	O=C(Nc1sc2c(c1C(=O)O)CCC2)c1ccccc1
0.68	CCO/C(=C/c1sc2ccc(OC)cc2[n+]1CCCS(=O)(=O)[O-])CC
-2	O=C(N/N=C/C=C/c1ccc([N+](=O)[O-])cc1)c1cccs1
1.4	Cc1occc1C(=O)Nc1ccc2ccccc2c1
2.4	N#CCSc1nnc(-c2cccnc2)n1-c1ccccc1
-1.5	Cc1ccc(C)n1NC(=O)c1ccc(Cl)cc1Cl
-0.58	CNC(=O)C1CC(=O)N(Cc2ccccc2)C(=Nc2ccc(OC)cc2)S1 (stereo unspecified)
-3.3	COc1ccc(CCN2C(=O)c3[nH]nc(-c4ccccc4O)c3C2c2cccc(O)c2)cc1OC (stereo unspecified)
-0.044	Cc1cc(C)c(C#N)c(N2CCSCC2)n1
0.66	COCCN1C(=O)C(=O)/C(=C(/O)c2ccc(S(=O)(=O)N3CCOCC3)cc2)C1c1ccc(C(C)C)cc1 (stereo unspecified)
0.26	COC(=O)Cc1cc(=O)[nH]c(/N=C(\N)Nc2ccc(C)cc2)n1
0.48	Cc1sc2ncnc(SCC(=O)N3CCCC3=O)c2c1C
0.13	Cc1ccc(S(=O)(=O)N2CCOCC2)cc1NC(=O)COC(=O)CCC(=O)c1cccs1
-0.52	C=CCN(CC=C)S(=O)(=O)c1ccc(NC(=S)NC(=O)/C=C/c2ccccc2)cc1
-0.81	CCOC(=O)/C(=N/Nc1ccccc1)c1csc(Nc2ccccc2)n1
2.4	NC(=O)C1CCN(c2ncnc3c2c(-c2ccccc2)cn3-c2ccccc2)CC1
0.61	Cc1nc(C(=O)N(C)C)nn1-c1ccc(Cl)cc1Cl
-0.0011	COc1ccc(N2CC(C)Cn3c2nc2c3c(=O)n(CCc3ccccc3)c(=O)n2C)cc1 (stereo unspecified)
-1.4	Cc1nn(-c2ccccc2)c2c1C(c1ccc(O)c(O)c1)N1C(=N2)C(Nc2ccccc2)=Nc2ccccc21 (stereo unspecified)
0.57	CNc1ccccc1C(=O)OCC(C)=O
0.23	CCOC(=O)c1c(C)c(C(=O)N2CCCCCC2)c(C)n1CC
1.5	O=C1C2=C(c3ccccc31)[N+](=O)C1CCCCC1N2[O-] (stereo unspecified)
-0.29	COc1ccc(NC(=O)Cn2nnc(C(=O)NCCc3ccc(OC)c(OC)c3)c2N)cc1
-0.54	CC1(C)C2CCC1(C)C(OC(=O)CCn1ccnc1)C2 (stereo unspecified)
-0.18	CCCN(CCO)Cc1ccc(F)c(Br)c1
-2.9	COc1cc2c(cc1OC)C(C)N(Cc1ccc3c(c1)OCO3)CC2 (stereo unspecified)
0.026	N#CCSc1ccsc1C(=O)Nc1ccc(F)cc1
-3.2	COC(=O)c1cccc(NC(=O)NC2CCCN2S(=O)(=O)c2ccc(Cl)cc2)c1 (stereo unspecified)
0.044	CC(C)Cc1cc(C(=O)Nc2sc3c(c2C#N)CCC3)no1
1.8	O=C(c1ccco1)N1CCN(C(=O)C(Cc2ccccc2)NS(=O)(=O)c2cccs2)CC1 (stereo unspecified)
1.4	CCCC(=O)Nc1ccccc1NC(=O)c1cc(OC)c(OC)c(OC)c1
0.34	CCOC(=O)c1nn(-c2ccccc2F)c(C)c1C(C)=O
-0.055	CC1(C)CC(NC(=O)c2ccccc2Cl)CC(C)(C)N1
0.15	CC(C)c1nccn1CCC(=O)O
1.2	COc1ccc(OC)c(NC(=O)C2CC(=O)N(c3ccccc3)C2)c1 (stereo unspecified)
-2.5	COc1ccccc1NC(=O)CSc1nnc(COc2ccc(Cl)cc2)n1Cc1ccco1
-0.089	C=C(C)C(=O)Nc1cccc(C2=NOC3(C2)C[C@H](C(N)=O)N(C(=O)CC#N)C3)c1 (stereo partly specified)
0.52	CC1(OC(=O)CCc2ccccc2)C(=O)C=C2C=C(c3ccc(C#N)cc3)N(CC3CC3)C=C2C1=O (stereo unspecified)
-3.6	Cc1nn(CC(=O)Nc2ccc(C(=O)N3CCCCC3)cc2)c(=O)c2ccccc12
0.3	O=C(CSc1c[nH]c2ccccc12)N1CCOCC1
0.54	CCOCCCNC(=O)c1c(N)n(-c2ccc(S(N)(=O)=O)cc2)c2nc3ccccc3nc12

# Arranged by value in Cav32 inh (descending): some entries from above.
Compound	Cav32 inh
CCO/C(=C/c1sc2ccc(OC)cc2[n+]1CCCS(=O)(=O)[O-])CC	0.68
COC(=O)Cc1cc(=O)[nH]c(/N=C(\N)Nc2ccc(C)cc2)n1	0.26
COc1ccc(N2CC(C)Cn3c2nc2c3c(=O)n(CCc3ccccc3)c(=O)n2C)cc1 (stereo unspecified)	-0.0011

# More entries
Cav32 inh	structure
0.8	FC(F)(F)c1cc(-c2ccco2)nc(NCCc2ccccc2)n1
-3.1	CCn1c(CSCc2ccc(F)cc2)nnc1SCC(=O)N1CCN(c2ccccc2)CC1
0.049	CC(CN1CCOCC1)OC(=O)COc1ccc(F)cc1 (stereo unspecified)
0.82	N#C/C(C(=O)NCc1ccccc1)=C1\SC(CCO)C(=O)N1c1ccccc1 (stereo unspecified)
-0.97	CCOC(=O)C1=C(C)NC(=O)NC1c1c(OCC(=O)N2CCCCC2)ccc2ccccc12 (stereo unspecified)
0.81	CCOC(=O)N1CCN(C(=O)CCC(=O)N2CCOc3ccc(C)cc32)CC1
0.19	CC(C)NC(=O)[C@@H]1C[C@@]1(C)[C@@H](NC(=O)OCc1ccccc1)c1ccccc1
-0.71	COCCN1C=C(C(=O)OC)C(c2cc3c(cc2Br)OCO3)C(C(=O)OC)=C1
-0.00093	CCOC(=O)c1c(NC(=O)c2c(Br)cnn2CC)sc(C)c1C
-0.066	CCc1ccc(NC(=O)CSc2nnc(COc3ccc4c(c3)CCCC4)o2)cc1
0.021	CC(CNC(=O)c1ccc(Br)o1)NC(=O)c1ccc(Br)o1 (stereo unspecified)
0.76	Cc1ccc(C(=O)CNc2nc3c(c(=O)[nH]c(=O)n3C)n2Cc2ccccc2)cc1
0.017	CCCNC(=O)CN(Cc1ccccc1F)S(=O)(=O)c1ccc(C)cc1
0.37	Cc1ccc(Oc2nc(C(F)(F)F)nc3ccccc23)cc1
-1.7	CCOc1cc(S(=O)(=O)N2CCCCCC2)ccc1F
0.22	O=C(CCn1c(=O)oc2ccccc21)N(Cc1ccccc1)c1ccccn1
-5.5*	Cc1ccccc1Cn1c(Cc2ccccc2)nc2ccccc21
-0.17	O=C(c1cc2nc(-c3ccccc3)cc(-c3ccccc3)n2n1)N1CCN(C(=O)c2ccco2)CC1
-0.21	Cn1c(SCc2c(F)cccc2Cl)nnc1-c1cnccn1
-0.24	O=C(CCn1c(=S)oc2ccccc21)Nc1ccc2c(c1)OCCO2
-2.1	CC(CSc1nc2ccccc2s1)Cn1c(N2CCCC2)nc2c1c(=O)[nH]c(=O)n2C (stereo unspecified)
-0.47	CC(=O)N1CCc2cc(S(=O)(=O)Nc3ccccc3N3CCN(C)CC3)ccc21
-0.0032	CCOC(=O)c1oc2ccccc2c1NC(=O)c1cccs1
0.34	O=C(CCn1c(=O)[nH]c2ccsc2c1=O)Nc1ccc(F)c(F)c1
-0.0055	CC1(C)C2CCC1(C)C(OC(=O)CSc1nc(N)cc(=O)[nH]1)C2 (stereo unspecified)

# Part of the list above in order of molar mass, low to high:
Cav32 inh	structure
-1.7	CCOc1cc(S(=O)(=O)N2CCCCCC2)ccc1F
0.76	Cc1ccc(C(=O)CNc2nc3c(c(=O)[nH]c(=O)n3C)n2Cc2ccccc2)cc1
0.021	CC(CNC(=O)c1ccc(Br)o1)NC(=O)c1ccc(Br)o1 (stereo unspecified)

# The list goes on.
Cav32 inh	structure
-7.3*	CCCCC(CC)C(=O)NCCCN1CCN(CCCNC(=O)C(CC)CCCC)CC1 (stereo unspecified)
-0.085	N/C(=N\OC(=O)c1ccc(Cl)c(Cl)c1)c1cccnc1
-1.2	CCN(CC)S(=O)(=O)c1cc(C(=O)NC2=NCCS2)ccc1Cl
-0.08	c1ccc(-c2nnc3n2NC(c2ccc4c(c2)OCO4)S3)cc1 (stereo unspecified)
0.83	COc1cc(OC)cc(C(=O)Nc2ccccc2N2CCOCC2)c1
0.56	O=C(OC(C(=O)NC1CCCC1)c1ccccn1)c1cccs1 (stereo unspecified)
0.094	CCOc1ccc(-c2nnc(SCC(=O)N3CCOCC3)o2)cc1
-0.18	COc1ccc(-c2cc(C(F)(F)F)nc(NCc3ccco3)n2)cc1OC
-0.041	COc1ccc(Br)cc1CNC(=O)C1CCC(=O)N1C(C)C (stereo unspecified)
0.22	CCSc1c(-c2ccccc2)nc2c(C)cccc2c1C(=O)O
1.1	Cn1cccc1Cc1nnc(SCC(=O)NC2CCCC2)n1-c1ccc(F)cc1
-1.1	COc1ccc(C2C3=C(CCCC3=O)Nc3nc(C(F)(F)F)nn32)c(OC)c1OC (stereo unspecified)
0.44	O=C(NC1CCCCC1)N1CCCCCC1
-1.6	CS(=O)(=O)N(CC(=O)N/N=C/c1cccs1)c1cccc(Cl)c1Cl
-1.2	Cc1cc(C)n2nc(SCc3ncc(-c4ccccc4)o3)nc2n1
0.61	CC(C)(CNC(=O)c1ccc([N+](=O)[O-])c(Cl)c1)CNC(=O)c1ccc([N+](=O)[O-])c(Cl)c1
-0.79	CCN1CCc2nc(NC(=O)c3ccc4c(c3)OCCO4)sc2C1
-1.3	Cc1ccc(C(=O)COC(=O)c2n[nH]c(=O)c3ccccc23)cc1
1.1	CC1CC(c2ccccc2)n2nc(NC(=O)CCc3ccccc3)nc2N1 (stereo unspecified)
0.73	COC(=O)C[C@](O)(CCCC(C)(C)O)C(=O)O[C@@H]1C(OC)=C[C@]23CCCN2CCc2cc4c(cc2[C@H]13)OCO4
0.74	CCN1CCCC1CNC(=O)CCNC(=O)c1cc(OC)c(OC)c(OC)c1 (stereo unspecified)
-0.48	CC(C)CC(=O)NC(=S)Nc1nc(-c2cccc3ccccc23)cs1
-0.92	Cc1nnc2sc(-c3ccc(-c4ccc(Cl)c(C(F)(F)F)c4)o3)nn12
-3.8	O=C(OCC#CCSc1nnc(-c2ccccc2)o1)c1cccs1
-8.3*	Clc1ccc(OCCSCc2nc3ccccc3[nH]2)cc1

# Continued, overlapping the part above by four compounds.
Cav32 inh	structure
-0.48	CC(C)CC(=O)NC(=S)Nc1nc(-c2cccc3ccccc23)cs1
-0.92	Cc1nnc2sc(-c3ccc(-c4ccc(Cl)c(C(F)(F)F)c4)o3)nn12
-3.8	O=C(OCC#CCSc1nnc(-c2ccccc2)o1)c1cccs1
-8.3*	Clc1ccc(OCCSCc2nc3ccccc3[nH]2)cc1
0.027	CCOC(=O)c1sc(NC(=O)CCCCCN2C(=O)c3cccc4cccc(c34)C2=O)nc1C
0.21	COC(=O)CCC(=O)OC1(C)C(=O)C=C2C=C3CCCN3C=C2C1=O (stereo unspecified)
0.47	COC(=O)c1sc(NC(=O)CSc2nnnn2-c2cccc(OC)c2)nc1C
0.98	CCOc1ccc2[nH]c(S(=O)(=O)CC)nc2c1Cl
1.5	O=c1ccc(Oc2nc(N3CCOCC3)nc(N3CCOCC3)n2)n[nH]1
0.41	CC(=O)c1c(N)[nH]c(-c2ccccc2)nc1=S
1.1	O=C1CC(N2CCN(C3CC(=O)N(CCc4ccccc4)C3=O)CC2)C(=O)N1CCc1ccccc1 (stereo unspecified)
0.076	Cn1cnnc1SCC(=O)NCCC(c1ccccc1)c1ccccc1
0.43	CCCS(=O)(=O)N1CCCC(C(=O)N2CCOCC2)C1 (stereo unspecified)
1.1	Clc1ncnc2c1oc1ccccc12
2.2	CCOCCCNC(=O)C1CCN(c2cc(C)nc3c(-c4ccc(OC)c(OC)c4)c(C)nn23)CC1
-0.41	CCOC(=O)Nc1ccc2c(CN3CCN(S(=O)(=O)c4ccccc4)CC3)cc(=O)oc2c1
0.78	Cn1c(SCC(=O)c2ccc(F)cc2)nnc1-c1ccccc1N
-6.6*	Cc1cccc(OCc2nnc(SCC(=O)N(C(C)C)C(C)C)n2Cc2ccco2)c1C
0.29	CCCOc1cc(C)nc(-c2ccccc2O)n1
-1.4	CCc1ccc(N2CC(C(=O)NC3=NCCS3)CC2=O)cc1 (stereo unspecified)
-0.00075	O=C(O)c1cc(-c2cccnc2)nn1-c1ccccn1
-1.9	COC(=O)c1ccc2c(c1)N(Cc1ccccc1F)C(=O)c1ccccc1S2=O (stereo unspecified)
0.46	CCOC(=O)N1CC=C2C(C#N)=C(N)C(C#N)(C#N)[C@H](c3ccc(OCC)c(OCC)c3)[C@H]2C1
-1.2	CC(C)(C)OC(=O)[C@H](Cc1ccccc1)NC(=O)c1nc[nH]c1C(=O)NC1CCN(C(=O)OC(C)(C)C)CC1
0.42	CC(=O)c1cccc(S(=O)(=O)N(Cc2cc3cc4c(cc3[nH]c2=O)OCCO4)CC2CCCO2)c1 (stereo unspecified)

# Some of the entries so far, bar-delimited.
mol | Cav32 inh
COC(=O)Cc1cc(=O)[nH]c(/N=C(\N)Nc2ccc(C)cc2)n1 | 0.26
Cc1sc2ncnc(SCC(=O)N3CCCC3=O)c2c1C | 0.48
Cc1ccc(S(=O)(=O)N2CCOCC2)cc1NC(=O)COC(=O)CCC(=O)c1cccs1 | 0.13
C=CCN(CC=C)S(=O)(=O)c1ccc(NC(=S)NC(=O)/C=C/c2ccccc2)cc1 | -0.52
CCOC(=O)/C(=N/Nc1ccccc1)c1csc(Nc2ccccc2)n1 | -0.81

# Compound activity as filed in PubChem BioAssay.

# Only part of the results is shown; the hit share may differ from the screen's.
